# Source: PubChem BioAssay (The Scripps Research Institute Molecular Screening Center)
# TEAD-YAP block = TEAD-YAP interaction inhibition; HEK-TIYL cells, TEAD-Gal4/YAP UAS-luciferase luminescence; inhibition, % at 9.12 µM; 640,000 tested, 1.4% active; in the data active means inhibition above about 32%;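 further: 0% = median of test compound wells and 100% = reference inhibitor wells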
# FBW7 activator = human FBW7 E3 ligase activation, primary screen. Q969H0. AlphaScreen FBW7–phospho-cyclin E peptide binding, activator screen. normalized activity (activation), % at 26.1 µM. 650,000 tested, 0.13% active. AID 1259310; in the data active means normalized activity above about 1.9%;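 further: purified mutant Fbw7 with reduced substrate affinity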
# Target sequence (Q969H0 whole entry, looked up): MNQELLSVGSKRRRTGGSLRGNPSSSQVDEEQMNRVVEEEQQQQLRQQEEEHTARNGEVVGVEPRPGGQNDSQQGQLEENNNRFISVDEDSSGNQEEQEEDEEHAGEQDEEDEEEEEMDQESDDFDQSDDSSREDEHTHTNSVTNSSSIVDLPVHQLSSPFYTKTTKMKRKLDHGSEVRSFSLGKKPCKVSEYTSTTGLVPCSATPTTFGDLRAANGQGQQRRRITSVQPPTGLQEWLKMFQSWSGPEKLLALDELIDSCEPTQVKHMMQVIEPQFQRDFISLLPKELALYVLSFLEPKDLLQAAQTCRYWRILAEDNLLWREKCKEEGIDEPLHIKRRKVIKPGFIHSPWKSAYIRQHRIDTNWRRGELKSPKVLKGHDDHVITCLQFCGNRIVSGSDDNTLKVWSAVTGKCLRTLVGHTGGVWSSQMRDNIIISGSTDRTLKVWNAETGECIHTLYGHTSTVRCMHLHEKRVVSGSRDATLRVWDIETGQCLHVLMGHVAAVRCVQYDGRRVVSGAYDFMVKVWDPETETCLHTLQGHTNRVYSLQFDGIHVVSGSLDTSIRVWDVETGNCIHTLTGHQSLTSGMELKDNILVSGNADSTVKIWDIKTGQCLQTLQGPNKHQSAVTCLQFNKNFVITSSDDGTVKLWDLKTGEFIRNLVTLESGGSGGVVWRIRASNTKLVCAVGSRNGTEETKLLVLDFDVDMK
# MITF primary = inhibitors of human MITF | O75030 | inhibition, % at 2.6 µM | AlphaScreen MITF homodimerization, bead proximity signal | 650,000 tested, 0.91% active; in the data active means inhibition above about 50%;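 further: 0% = vehicle wells with protein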
# GPR151 ag = human GPR151 activation | PathHunter beta-arrestin GPR151 cells, luminescence | activation, % at 11.2 µM | 650,000 tested, 1% active; in the data active means activation above about 4.9%;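 further: 0% = median of compound wells and 100% = cells with positive control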
# * = called active by the depositor.
# Below each SMILES – FBW7 activator, GPR151 ag, TEAD-YAP block, MITF primary
COc1ccccc1C(=O)N1CCN(C(=O)c2cccs2)CC1
  -0.2, 0.6, 8.9, -2.3
CC(C)n1c(O)c(N=Nc2ccc(S(N)(=O)=O)cc2[N+](=O)[O-])c2ccccc21
  0.0, 1.4, 2.3, 1.9
N#Cc1c(-c2ccc(Cl)cc2)cc(-c2cccs2)nc1SCc1ccccc1Cl
  -0.1, -1.5, -8.6, -3.2
Brc1ccccc1NC1=NCCC1
  -0.1, 3.9, -4.6, -7.3
O=C(NCCCN1CCCC1=O)C1CCN(c2ccc(NCc3cccnc3)nn2)CC1
  0.0, -1.8, -4.5, 12.9
C=CCN(CC=C)C(=O)CSc1nnc2c3ccccc3n(C)c2n1
  0.0, 0.6, -18.1, -7.2
O=C(O)CCC(=O)N=C1SC2CS(=O)(=O)CC2N1c1ccc2c(c1)OCO2 (stereo unspecified)
  -0.1, 1.3, 2.1, 8.1
Nc1ccc(OCC(O)Cn2cnc3ccccc32)cc1 (stereo unspecified)
  0.1, 0.8, 4.4, 1.6
CS(=O)(=O)c1ccc2ccn(OCc3nc4ccccc4[nH]3)c2c1
  0.6, -0.4, 11.9, 20.9
CCNC(=O)N1c2c(C)cc(C)cc2C(C)=CC1(C)C
  0.6, -0.8, 1.2, 11.7
Cc1cccc(Oc2coc3cc(OC(C)C(=O)OC(C)C)ccc3c2=O)c1 (stereo unspecified)
  0.1, -0.7, -1.0, 15.5
O=C(O)/C=C/c1ccc(-c2ccccc2Cl)o1
  -0.1, 0.5, 7.1, -8.5
CCc1nnc(NS(=O)(=O)c2ccc(NC(=O)c3cc4ccccc4oc3=O)cc2)s1
  0.1, 0.8, -5.3, 5.4
COC(=O)c1ccc(C(=O)OC)c(NC(=O)C(C)C)c1
  0.1, -0.1, 9.7, -5.5
CC(C)CNC(=S)NC(=O)c1ccccc1
  -0.2, -1.1, -17.6, 12.8
CC(=O)C1=C(O)C(=O)N(CCO)C1c1ccccc1 (stereo unspecified)
  0.0, -0.1, 4.6, 6.3
O=C(NNC(=S)Nc1ccccc1)/C(=C/c1ccccc1)CCO
  -0.1, -0.8, -8.2, -7.8
O=C(CSCc1ccc([N+](=O)[O-])cc1)N1CCN(c2ccccc2F)CC1
  -0.1, 1.1, -3.2, 2.9
CS(=O)(=O)c1ccc(S(=O)(=O)NCCCN2CCc3ccccc32)cc1
  -0.2, 1.9, -4.7, -6.2
COc1ccc(OC)c(CN2CCN(c3ncccn3)CC2)c1
  0.0, 4.0, 1.9, 8.7
Cc1ccc(-n2c(SCC(=O)NC3CCCCC3)nc3c(sc(=S)n3-c3ccccc3C)c2=O)cc1
  0.1, -0.7, -2.5, 23.5
COc1ccc(NC(=O)N2CCN(c3ccc(C(C)=O)cc3)CC2)cc1OC
  -0.2, -0.3, 7.5, -11.1
CCOCCCn1c(SCC(=O)Nc2ccc(C)c(Cl)c2)nc2ccccc2c1=O
  0.6, 1.7, 12.1, 10.9
CCC(NC(=O)CCc1nnc(-c2ccsc2)o1)c1ccncc1 (stereo unspecified)
  0.0, -0.1, -7.6, -4.1
CCOC(=O)C1=CN(Cc2ccc(OC)c(OC)c2)C=C(C(=O)OCC)C1c1cc(Br)c(OC)c(OC)c1
  0.2, 0.9, -21.2, -12.2
CCCS(=O)(=O)N1CCCC(c2nc3c(nnn3Cc3ccccc3)c(=O)[nH]2)C1 (stereo unspecified)
  0.1, 3.3, 8.5, -5.1
CCN(CC)CCOC(=O)c1ccc2c(c1)c(C)c(C)n2Cc1ccccc1
  -0.3, 1.1, 4.6, -4.6
O=C(COc1ccc2ccccc2c1)NNC(=O)c1ccc(Br)cc1
  0.8, 4.5, -6.5, 16.1
O=C(Nc1ncc2c(n1)CC(c1cccc(Cl)c1)CC2=O)c1ccccc1 (stereo unspecified)
  -0.2, 0.2, -8.0, 1.9
COc1cc(/C(C)=N/NC(=O)c2cccs2)ccc1O
  0.1, -3.0, -55.6, 6.1

# Single records, as listed above. Screens in order: FBW7 activator	GPR151 ag	TEAD-YAP block	MITF primary
# CCOC(=O)C1=CN(Cc2ccc(OC)c(OC)c2)C=C(C(=O)OCC)C1c1cc(Br)c(OC)c(OC)c1 is listed with 0.2	0.9	-21.2	-12.2
# CC(C)CNC(=S)NC(=O)c1ccccc1 is listed with -0.2	-1.1	-17.6	12.8

# Continuation.
# Below each SMILES – FBW7 activator, GPR151 ag, TEAD-YAP block, MITF primary
CCOC(=O)C1(Cc2ccc(Cl)cc2)CCN(C(=O)Cn2cncn2)CC1
  0.0, -0.2, 6.8, -2.1
O=C1NCCN(CCCc2ccccc2)C1CC(=O)N1CCCO1 (stereo unspecified)
  -0.1, 0.8, -3.9, 0.6
Cc1cc2cc3c(cc2n2c(=O)n(Cc4cccnc4)nc12)OCO3
  0.8, -1.3, -20.5, 14.2
CCCOc1cc(S(=O)(=O)N2CCOCC2)ccc1Br
  -0.1, -1.1, -0.7, 4.3
Cc1ccc(C)c(NS(=O)(=O)c2ccc3c(c2)n(C)c(=O)n3C)c1
  0.0, -0.1, 2.9, -1.7
Cc1cc(NC2CC2)nc(Nc2cccc(N(C)C)c2)n1
  0.0, -1.3, -14.1, 21.1
COc1nc(-c2ccccc2)cc(-c2ccc(F)cc2)c1C#N
  0.0, 0.7, 5.4, -8.2
Clc1ccccc1OCCn1cnc2ccccc21
  0.6, -0.6, -17.4, 17.7
CCOC(=O)Cc1ccc(N=Cc2cc([N+](=O)[O-])ccc2N2CCOCC2)cc1
  0.2, -1.1, -12.8, 16.8
CCOCCCNC(=S)NCCNc1nc2ccc(C)cc2cc1C#N
  -0.1, -0.2, 0.8, -11.9
Cc1cc(C)cc(C(=O)O/N=C(\N)c2ccc([N+](=O)[O-])cc2)c1
  0.0, -1.3, -0.7, -3.9
Cc1cc(OCC(=O)Nc2cccc(-c3nn4c(C)nnc4s3)c2)cc(C)c1Cl
  0.0, 0.8, 9.1, 8.2
CC1CCCC(C)N1c1nnc(NC(=O)Nc2ccccc2Cl)s1 (stereo unspecified)
  -0.1, 0.5, 3.0, 9.0
CC1(C)CC(=O)C/C(=N\NC(=O)CCc2ccccc2)C1
  0.5, 0.9, 1.1, -10.0
CCOC(=O)c1ccc(NC(=O)CSc2nnc(COc3ccccc3)n2C)cc1
  0.1, 0.3, 0.3, -14.6
CCOC(=O)c1c(NC(=O)c2ccc(S(=O)(=O)N3CCOCC3)cc2)sc(C)c1C
  0.2, -0.6, -2.2, 18.0
CC(C)c1ccc(CN2C(=O)c3ccccc3C2=O)cc1
  0.0, 0.4, -9.3, -7.4
CCOC1C(OCC)N(S(C)(=O)=O)CCN1S(C)(=O)=O (stereo unspecified)
  0.1, 0.3, 6.8, 3.4
CCC(CO)NC(=O)C(=O)Nc1ccc2c(c1)OCO2 (stereo unspecified)
  -0.1, -0.3, -47.4, -8.8
O=C(Nc1c(Cl)cccc1Cl)C1Cc2ccccc2CN1S(=O)(=O)c1ccc(F)cc1 (stereo unspecified)
  0.3, -0.4, -4.5, 5.3
CCOc1ccc(NCC(=O)N/N=C/c2cc(Br)ccc2OC)cc1
  0.0, 0.8, 2.2, -4.5
COC(=O)C1=C(C)N(c2ccc(C)c(Cl)c2)C(=O)C1
  0.1, 0.9, 29.4, 4.9
CC(C)(C)c1ccc(-c2cnco2)cc1
  -0.1, -1.1, -5.2, 6.2
Cc1nnc2n(Cc3ccccc3)c(=O)c3c4c(sc3n12)COC(C)(C)C4
  -0.3, -1.1, -11.3, -1.9
O=C(Cn1c(=O)[nH]c2ccccc2c1=O)NCCc1ccccc1Cl
  0.0, 3.9, -13.8, -4.6
O=C(O)c1ccc(N=Cc2nc(-c3ccccc3Br)oc2O)cc1
  -0.2, -0.2, -8.2, 18.2
CC(=O)Nc1ccc(NC(=O)C(Cl)(Cl)Cl)cc1[N+](=O)[O-]
  0.6, 2.0, 5.9, 8.2
CCCCC(=O)Nc1ccc(Br)cn1
  -0.1, -1.3, -4.4, 6.9
COCCCNC(=O)C(=O)Nc1ccc(C)cc1
  0.1, -0.5, -76.5, 4.0
CC(=O)NCC1Cc2cc(-c3ccsc3)cc(Cl)c2O1 (stereo unspecified)
  0.9, -0.3, -13.3, 8.0

# Quoted from the listing:
# Result of `CC(C)c1ccc(CN2C(=O)c3ccccc3C2=O)cc1` under FBW7 activator: 0.0
# Result of `Clc1ccccc1OCCn1cnc2ccccc21` under FBW7 activator: 0.6
# Result of `CCOC(=O)c1c(NC(=O)c2ccc(S(=O)(=O)N3CCOCC3)cc2)sc(C)c1C` under FBW7 activator: 0.2
# Result of `CC(C)(C)c1ccc(-c2cnco2)cc1` under TEAD-YAP block: -5.2

# Continuation:
# Below each SMILES – FBW7 activator, GPR151 ag, TEAD-YAP block, MITF primary
COCCCNC(=O)c1ccc2c(c1)ncn2-c1cc(OC)ccc1OC
  -0.1, 1.3, 6.9, 11.6
O=C(Cn1cc([N+](=O)[O-])cn1)Nc1ccc(-c2noc(CCc3ccccc3)n2)cc1
  -0.3, -0.2, 5.9, 2.9
CCOC(=O)CSc1nc2c(c(=O)n1CCc1ccccc1)C1(CCCCC1)Cc1ccccc1-2
  -0.2, -0.4, 7.0, -1.9
Cc1cc2ccccc2n2c(=O)n(CC(=O)N3CCCCC3)nc12
  0.7, 0.0, -11.8, 9.7
CN(C)CCNc1nc2c(c(=O)n(C)c(=O)n2C)n1Cc1ccccc1F
  0.4, 0.3, 5.0, 2.8
COc1ccc(/C=N/N2CCN(Cc3ccccc3)CC2)cc1
  -0.3, 0.2, -8.4, 0.5
CN1C(=O)c2cccc(NC(=O)c3cccc(Cl)c3)c2C1=O
  0.1, -1.1, 3.2, 13.2
CCOC(=O)C1C(=O)Nc2nc3ccccc3n2C1C(C)C (stereo unspecified)
  0.0, 0.6, -3.8, 17.7
CC(=O)OC(C(=O)NC1CCCCC1)c1ccccc1F (stereo unspecified)
  0.5, -1.4, -0.2, -6.0
Brc1ccc(CSc2nc3ccccc3[nH]2)c(Br)c1
  -0.1, -0.1, -12.4, 1.8
O=C1C(Cl)=C(N2CCCCC2)C(=O)N1c1ccc(Cl)cc1Cl
  0.1, 0.1, 11.4, 18.7
O=C1C(=O)N(Cc2cccnc2)C(c2cccc(Oc3ccccc3)c2)/C1=C(/O)c1ccc(Cl)cc1 (stereo unspecified)
  0.1, -0.4, 3.5, 8.3
c1ccc(-c2nc(SCC3COc4ccccc4O3)oc2-c2ccccc2)cc1 (stereo unspecified)
  -0.2, -1.5, 3.4, 6.2
COc1ccc(COC(=O)C2=C(C)NC3=C(C(=O)CC(C)(C)C3)C2c2ccc(-c3ccccc3)cc2)cc1 (stereo unspecified)
  0.4, -0.9, 15.1, 4.6
CCC(C)NC(=O)C1=CC(c2ccc(OC)cc2)=NS(=O)(=O)N1C (stereo unspecified)
  -0.3, -0.4, 1.2, -2.1
Cc1ccc(N2C(=O)CS/C2=C(\C(Cl)=C(Cl)Cl)[N+](=O)[O-])cc1
  -0.1, 0.0, -0.2, 14.1
Cc1cccn2c(=O)c(/C=C(\C#N)C(=O)NCc3ccco3)c(Oc3ccc(F)cc3)nc12
  0.0, -0.4, 8.1, 14.5
Cc1ccc(NC(=O)CSc2nc(-c3ccccc3)cs2)c(Br)c1
  0.0, 0.4, 14.6, -0.7
O=C(c1ccc(Cl)cc1)N1CCN(c2ccccc2O)CC1
  0.0, -0.1, 5.1, 3.6
N#Cc1ccccc1S(=O)(=O)Nc1ccc(F)cc1
  0.0, -1.1, -4.3, 0.2
O=C(NCc1ccc(Cl)cc1)C1CCN(c2nnnn2-c2ccccc2)CC1
  0.2, 2.6, 17.4, 5.2
COCCNCCOc1ccc(C)cc1[N+](=O)[O-]
  0.6, -1.3, 3.8, 42.5
Cc1ccc(C(=O)NCc2ccco2)cc1Cl
  -0.3, 2.2, -11.9, -5.3
CN1CCN(C(=O)c2cccnc2Nc2ccc3[nH]ncc3c2)CC1
  0.0, 0.6, 2.6, 20.4
Cn1ccnc1SCC(=O)c1ccc(Cl)s1
  0.0, -1.3, -17.1, -2.4
CCOC(=O)C1(CCOc2ccccc2)CCN(Cc2ccc(C)o2)CC1
  -0.1, -0.7, -3.2, -1.5
COc1ccccc1CNC(=O)c1nnc(Cc2ccccc2Cl)o1
  0.3, 0.8, 10.4, 9.2
COc1ccc(OC)c(CC(=O)N2CCc3nc(N4CCCCC4)[nH]c(=O)c3C2)c1
  -0.1, 0.6, 49.8*, -2.0
O=C1CCCN1CCCNc1nc(NCCOc2ccccc2)c2ncn(CCN3CCCC3=O)c2n1
  -0.2, -0.1, -8.0, 7.5
CC(C)CN1CCN(Cc2cnc(N3CCOCC3)s2)CC1CCO (stereo unspecified)
  0.0, 0.4, -2.5, 6.9
CC(=O)c1ccc(N2CCN(S(=O)(=O)c3ccc(Br)c(C)c3)CC2)cc1
  0.2, 0.1, -4.7, 10.9
Cn1nnnc1SCC(=O)Nc1ccc(C#N)cc1
  -0.1, 0.4, 8.8, -6.1
N#CC1=C(N)SC(N)=C(C#N)C1c1ccccc1I
  0.5, -2.1, 9.1, 11.3
O=C1CS/C(=N/N=C/c2ccccc2)N1
  0.3, -1.1, -0.7, 0.5
Cn1cc([N+](=O)[O-])c(C(=O)Nc2ccc([N+](=O)[O-])cn2)n1
  -0.1, -1.4, -15.0, 3.4
COc1ccccc1/C=C1\N=C(c2ccccc2[N+](=O)[O-])OC1=O
  0.0, 0.5, 8.3, 12.2
Cc1cc(C)c(NC(=O)C2CC=CCC2C(=O)O)c(C)c1 (stereo unspecified)
  0.1, 0.0, -2.3, 1.4
Cc1ccn2c(-c3csc(Nc4cccc(O)c4)n3)c(C)nc2c1
  -0.1, -0.5, 49.1*, 4.2
